Screening data as filed in PubChem BioAssay.
Salmonella PhoP GFP = PhoP-dependent GFP reporter repression – Salmonella Typhimurium, primary screen (AID 1863); inhibition, % at 50 µM; hits with a dose series show IC50 in µM; S. Typhimurium PhoP-regulated promoter GFP reporter, 4 h; higher % means a stronger effect; 300,000 compounds, 0.16% hits;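 active means inhibition over 29.93%, a cutoff 3 SD above the screen mean, later confirmed by dose response; inconclusive means inhibition over 29.93% but no dose response follow-up; inactive means inhibition at most 29.93% or unconfirmed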;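 further: 0% = low Mg2+ inducing control and 100% = high Mg2+ repressing control; strong numbers were not always called active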
GPR55 LPI antagonism = GPR55 antagonists blocking LPI-driven arrestin recruitment, primary screen, imaging, U2OS, beta-arrestin-GFP, LPI agonist (AID 2013). U2OS GPR55 beta-arrestin-GFP translocation imaging, LPI antagonism; higher % means a stronger effect. inhibition, % at 10 µM, or IC50 in µM where a hit was titrated. 290,000 compounds, 0.13% hits;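 active means spots per cell inhibited over 60%, with over 100 cells counted and total cytoplasm intensity under 500,000; inconclusive means wells with under 100 cells, flagged as likely toxic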;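 further: U2OS cells stably carrying GPR55 and arrestin-GFP stimulated by 5 µM LPI near EC80; imaged beta-arrestin-GFP aggregate spots per cell after agonist stimulation; plate controls were LPI-stimulated DMSO wells for no effect and DMSO wells without LPI for full effect; some results filed as inactive read as strong as hits; confirmed hits need IC50 under 10 µM and bright autofluorescent wells are also inconclusive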
K1F lysis inhibition = protection from phage-mediated lysis, alamar blue read-out – E. coli UTI89, K1F phage, bacterial capsule biogenesis inhibitors (AID 488966) | E. coli UTI89 K1F phage lysis, alamar blue, 2 h; higher % means a stronger effect | one-dose inhibition, % at 100 µM; IC50 in µM for titrated hits | 340,000 compounds, 0.02% hits;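 active means phage lysis inhibition, versus mean bacterial control, above a set limit; inconclusive means no clear call, values can overlap the other calls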;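 further: capsule biogenesis inhibitors block K1F phage lysis so surviving cells raise fluorescence; higher fluorescence means more inhibition of phage lysis; actives were called in the ten point dose series up to 300 µM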
RSV CPE inhibition = inhibition of RSV-induced cytopathic effect – HEp-2 cells, primary 10 µM value included (AID 2391); HEp-2 cells, RSV-induced CPE inhibition; higher % means a stronger effect; CPE inhibition, % at 10 µM, or IC50 in µM where a hit was titrated; 310,000 compounds, 0.13% hits; in the data active means a potency from the dose series; inconclusive means CPE inhibition mostly from about 23% at the one dose, without a potency; inactive means the rest, 99 in 100 with CPE inhibition below about 21%; further: strong numbers were not always called active
MgcRacGAP inhibition = MgcRacGAP GTPase-activating activity inhibitors, confirmation, biochemical, ADP Hunter fluorescence | MgcRacGAP-stimulated Rac1 GTP hydrolysis, ADP Hunter fluorescence; higher % means a stronger effect; GST-tagged Rac1 F28L mutant substrate | AID 624330 | 340,000 compounds, 0.6% hits | inhibition, % at 30 µM; hits with a dose series show IC50 in µM;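 active means first-screen hits whose inhibition reached a set limit at any dose in the follow-up dose series; inconclusive means inhibition above the set first-screen limit but never retested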;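 further: fluorescence reports GDP produced by GAP-driven GTP hydrolysis; strong numbers were not always called active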
HIV peptide binding = cell-free HIV fusion peptide-binding blockers – biochemical, uHTS, fluorescence dequenching, primary screen (AID 1986); 290,000 compounds, 0.3% hits; cell-free peptide binding, fluorescence dequenching, 30 min; higher % means a stronger effect; inhibition, % at 20 µM, or IC50 in µM where a hit was titrated; in the data active means inhibition mostly above about 52%, no sharp cut-off; inactive means mostly below about 76%; further: some results filed as inactive read as strong as hits
GPR35 antagonists = GPR35 antagonists blocking zaprinast-driven arrestin recruitment, primary screen, imaging, U2OS, beta-arrestin-GFP, zaprinast agonist (AID 2058) | 290,000 compounds, 0.052% hits | inhibition, % at 10 µM, or IC50 in µM where a hit was titrated | U2OS GPR35 beta-arrestin-GFP translocation imaging, zaprinast antagonism; higher % means a stronger effect;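 active means inhibition of at least 50% with at least 30 cells and total cytoplasm GFP at most 10,000,000; inconclusive means under 30 cells or total GFP of 10,000,000 plus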
SV40 large T antigen = TAg ATPase/helicase activity blockers – biochemical (AID 1903) | SV40 large T antigen ATPase/helicase inhibition assay; higher % means a stronger effect | one-dose inhibition, % at 20 µM; IC50 in µM for titrated hits | 310,000 compounds, 0.39% hits; in the data active means a potency from the dose series; inconclusive means inhibition mostly from about 32% at the one dose, without a potency; inactive means the rest, 99 in 100 with inhibition below about 32%; further: strong numbers were not always called active
Dengue-2 NS5 capping = Dengue-2 NS5 methyltransferase inhibitors, primary screen, biochemical, confirmation dose response (AID 588689); Dengue-2 NS5 methyltransferase capping enzyme assay, biochemical; higher % means a stronger effect; inhibition, % at 25 µM; hits with a dose series show IC50 in µM; 340,000 compounds, 0.3% hits; in the data active means a potency from the dose series; inconclusive means inhibition above about 29% without an active follow-up result
Dengue-2 NS5 capping pilot replicate = further read-out of Dengue-2 NS5 capping, marked with its call; inhibition, %; measured here: pilot screen replicate inhibition
Starred values were filed as active, the others as inactive; u = inconclusive; x = not tested or not shown; & = joins results of further samples; [ ] = dose if it differs, or a comment.

SMILES	Salmonella PhoP GFP	GPR55 LPI antagonism	K1F lysis inhibition	RSV CPE inhibition	MgcRacGAP inhibition	HIV peptide binding	GPR35 antagonists	SV40 large T antigen	Dengue-2 NS5 capping	others
CN(C)c1ccc(/C=C/C(=O)c2cccc(Br)c2)cc1	-63%	u	-0.1%	6.8%	8%	156%	u	9%	u
CN1C(=O)[C@H]2[C@@H](C3CC3)N3C(=O)CN(CCO)C(=O)[C@@]3(Cc3ccccc3)[C@H]2C1=O	x	0%	0.1%	0.6%	-1%	-0.1%	-2%	9%	1%
Cc1ccccc1N1C(=O)c2cccc3cccc(c23)C1=O	3%	7%	0.0%	2.1%	0%	-0.6%	-3%	5%	-2%
O=C(Cc1sc(-c2ccccc2Cl)nc1-c1ccccc1)Nc1ccccc1	-9%	2%	-0.4%	5.1%	-1%	-0.1%	-6%	-2%	-2%
CCc1cc2c(CN(C)Cc3ccccc3F)cc(=O)oc2cc1O	5%	-7%	-0.7%	5.8%	9%	2.6%	7%	2%	-3%
CCOn1c(=O)c(-c2ccc(Br)cc2)[n+]([O-])c2ccccc21	-10%	2%	0.0%	7.5%	7%	0.8%	-12%	3%	2%
NC(=O)c1sc2nc3c(c(-c4cccs4)c2c1N)CCCC3	-6%	6%	x	x	x	17%	12%	8%	x
CC(=O)c1ccc(N2CCN(S(=O)(=O)c3ccc4c(c3)CC(C)N4C(C)=O)CC2)cc1 (centres undefined)	-10%	-1%	0.9%	-1.0%	7%	-1.2%	-11%	12%	-1%
CC(=O)C1=C(C)NC(=S)NC1c1cccc([N+](=O)[O-])c1 (centres undefined)	-6%	4%	0.9%	1.0%	2%	0.1%	-9%	4%	-6%
Cc1cc(C)n2cc(CSc3nc4ccccc4s3)nc2n1	u	2%	2.3%[50 µM]	1.5%	5%	-2.2%	-2%	14%	0%
O=C1CCC(=O)N1c1nc2nc(-c3ccccc3)cc(-c3ccccc3)n2n1	5%	5%	2.7%	1.1%	9%	-3.7%	-8%	4%	-5%
CC1(C)CC(=O)C=C(Nc2ccc3c(c2)OCCO3)C1	-7%	-1%	0.5%	-0.2%	1%	-2.1%	11%	11%	5%
Nc1ccc(Cl)c(S(=O)(=O)Nc2ccccc2Cl)c1	3%	9%	0.1%	0.8%	-7%	1.4%	-6%	3%	6%
COc1ccc(S(=O)(=O)Nc2cc3c(C(C)=O)c(C)oc3c3ccccc23)cc1	-3%	-19%	0.2%	5.9%	6%	-0.5%	-22%	0%	-2%
Cn1c(CNc2ccccc2O)nc2ccccc21	2%	1%	2.2%	0.6%	23%	-1.9%	-10%	u	-1%
O=C(NCc1ccccc1)c1ccc(NS(=O)(=O)c2cccs2)cc1	x	x	0.4%[50 µM]	0.4%	-1%	x	x	x	1%
CCCCn1c(N)c(N(CC)C(=O)CSCc2ccc(C)cc2)c(=O)[nH]c1=O	12%	8%	1.3%[50 µM]	1.2%	9%	-1.3%	-9%	2%	-7%
Cc1cc(-n2c(C)cc(C(=O)CSc3ccc4c(c3)OCCO4)c2C)no1	8%	-2%	0.0%	11%	7%	2.6%	-6%	2%	-12%
COc1ccc(/C=N/n2cnnc2SCc2ccccc2)cc1	-3%	1%	0.5%	0.6%	1%	-2.1%	11%	10%	-2%
O=C(Nc1ccc2oc(-c3cccc4ccccc34)nc2c1)c1ncn[nH]1	4%	-12%	0.7%	17%	9%	-1.1%	-1%	-3%	45%
COC(=O)c1ccc(NC(=S)NC(=O)c2cccnc2)cc1	3%	0%	1.2%	0.1%	13%	1.6%	-4%	5%	-4%
COc1ccc(CNC(=O)CC(C)c2ccccc2)cc1 (centres undefined)	-5%	11%	-0.1%	1.1%	11%	0.2%	12%	9%	-8%	Dengue-2 NS5 capping pilot replicate=-4.3
O=C(c1ccc(-n2cccc2)cc1)N1CCOCC1	6%	0%	4.8%	0.9%	5%	0.4%	-1%	8%	-2%
O=C(O)c1cc2c(s1)-c1ccccc1CC2	-32%	1%	0.1%	0.5%	5%	4.1%	-15%	5%	-5%
CCOC(=O)/C(=C\c1ccc([N+](=O)[O-])o1)NC(=O)c1ccccc1	-7%	9%	-0.2%	-0.8%	2%	-0.6%	1%	1%	-3%
C=CCC(C=C)S(=O)(=O)c1ccc(C)cc1 (centres undefined)	5%	-9%	-0.5%	2.2%	-3%	0.1%	3%	5%	-1%
COc1ccc(-n2ncc3c(NCC4CCCO4)ncnc32)cc1 (centres undefined)	12%	-12%	1.7%	1.1%	0%	0.0%	3%	-1%	-3%
COc1ccc(OCC(O)COc2ccc(OC)cc2)cc1	-2%	-8%	0.1%	0.9%	7%	-1.8%	-14%	2%	-5%
CN1CCN(NC(=O)/C=C/c2cccc([N+](=O)[O-])c2)CC1	4%	-5%	0.0%	0.5%	8%	-0.9%	-3%	20%	-5%
COc1ccc(OC)c(NC(=O)c2cccnc2Sc2cc(C)ccc2C)c1	-5%	4%	1.6%	4.9%	-8%	1.9%	8%	17%	2%
Cn1c(=O)c2c(nc(CN3CCCCC3)n2Cc2c(F)cccc2Cl)n(C)c1=O	-1%	1%	4.6%	-0.9%	-5%	-0.1%	-7%	5%	0%
Cc1cc(NC(=O)CSc2nc3ccc(Cl)cc3[nH]2)no1	13%	7%	-1.0%	-0.4%	-6%	-0.5%	8%	7%	-10%
CCOC(=O)c1[nH]c2ccc(OC)cc2c1NC(=O)c1nonc1C	-4%	-6%	8.7%	0.1%	4%	5.3%	8%	0%	-1%
CCOc1cccc2cc(C(=O)NCCC3=CCCCC3)c(=O)oc12	0%	10%	0.3%	1.3%	5%	-2.6%	-1%	7%	-5%
COc1cc(/C=C(/C#N)c2nc3ccccc3[nH]2)ccc1OCC(=O)Nc1ccccc1C	-19%	24%	2.1%[50 µM]	0.0%	3%	0.0%	21%	5%	8%
Cc1cc(C)c(OCC(=O)OCC(=O)N2CCc3ccccc3C2)c(C)c1	-2%	x	1.5%[50 µM]	-0.7%	1%	x	x	18%	-4%
COc1ccc(CC(=O)NCc2cn3ccsc3n2)cc1	5%	10%	-0.4%	1.3%	10%	1.2%	12%	8%	-1%
Cc1ccc(S(=O)(=O)NCc2cccnc2)cc1C	-5%	12%	0.3%	-1.6%	4%	-0.5%	12%	4%	-1%
Cc1nnc(NC(=O)CC(CN(C)S(=O)(=O)c2ccccc2)c2ccccc2)s1 (centres undefined)	4%	1%	1.4%	3.5%	10%	0.6%	-2%	-1%	-6%
O=C(O)CC1S/C(=N/N=C/C=C/c2ccccc2)NC1=O (centres undefined)	1%&4%	2%&2%	4.4%	2.2%&1.3%	8%&5%	1.8%&2.4%	1%&7%	10%&-3%	2%&1%
C/C(=N\NC(=O)C1COc2ccccc2O1)c1ccc(C)o1 (centres undefined)	-7%	-1%	0.2%	2.7%	2%	2.4%	0%	15%	-1%
COc1ccc(N(C(=O)c2snc(C(N)=O)c2N)C(C(=O)NCc2ccccc2)c2ccc(O)cc2)cc1OC (centres undefined)	x	29%	0.1%	x	4%	0.3%	-6%	x	-9%
Cc1ccc(C(=O)N/C(=C/c2ccco2)C(=O)NCCc2c[nH]c3ccccc23)cc1C	-6%	-4%	1.5%	2.9%	7%	3.8%	3%	-2%	-2%
COC(=O)c1cccc(NC(=O)CSc2ncn[nH]2)c1	14%	6%	0.5%	0.6%	-1%	-1.0%	1%	1%	6%
CN1CCN(C(=O)C23CC4CC(CC(C4)C2)C3)CC1	-3%	1%	x	0.5%	x	1.3%	4%	0%	x
CCOC(=O)c1c(NC(=O)c2ccc(C)cc2)sc2c1CC(C)(C)NC2(C)C	-8%	-11%	x	2.3%	x	-0.2%	-8%	8%	x
COc1ccccc1NC(=S)NCc1ccccn1	-1%	10%	0.1%	2.8%	7%	0.6%	-17%	8%	0%
OC(CNCC(c1ccco1)N1CCCCC1)c1ccccc1 (centres undefined)	3%	16%	-0.1%	0.3%	18%	2.0%	10%	12%	-1%
CCOc1cc(/C=N/O)ccc1OCC(=O)Nc1cccc(C)c1	8%	-6%	2.3%	6.1%	9%	0.3%	3%	10%	-5%
COC(=O)c1ccc(COc2ccc(/C=C(\C#N)c3nc4ccccc4[nH]3)cc2OC)o1	-18%	-14%	5.0%	1.0%	3%	4.4%	-4%	7%	u
O=C1COc2ccc(C(=O)COC(=O)c3ccccc3[N+](=O)[O-])cc2N1	-2%	x	1.5%[50 µM]	-0.6%	1%	x	x	32%	-1%
CCOC(=O)c1ccc(NC(=O)CSc2nnc(CNC(=O)c3c(F)cccc3Cl)o2)cc1	3%	12%	-1.0%	1.4%	8%	-1.8%	-8%	28%	-7%
CC(C)(C)C(=O)Nc1ccc(Sc2ccc([N+](=O)[O-])cc2)cc1	7%	5%	-0.5%[50 µM]	4.6%	-15%	0.8%	-22%	4%	3%
CCOC(=O)c1c(NC(=O)COC(=O)CCOc2ccccc2C)sc(C(=O)NC)c1C	-4%	x	1.1%[50 µM]	-0.8%	7%	x	x	12%	-5%
N=c1occ(C(=O)c2cc(F)ccc2O)cc1C(=O)NC1CCCCC1	-8%	13%	-0.3%	4.2%	0%	0.1%	-5%	7%	2%
Cc1ccc(NC(=O)CSc2nc3c(c(=O)[nH]2)CCCC3)cc1C	-10%	-15%	0.6%	6.0%	10%	5.2%	-13%	x	0%
COCCN(C(=O)CSc1nnc(C)n1-c1ccc(C)cc1)c1c(N)n(Cc2ccccc2)c(=O)[nH]c1=O	2%	x	1.1%[50 µM]	-0.9%	6%	x	x	6%	-4%
Cc1nc(N)c(C#N)c(-c2cccnc2)c1C	-3%	9%	0.4%	2.5%	-4%	0.5%	3%	0%	-14%
CCOc1ccc(CN(CCC#N)C(=S)NC(=O)c2ccccc2)cc1	-4%	0%	0.2%	0.9%	7%	2.0%	5%	25%	-10%
O=C(O)CCCn1cc(NC(=O)c2ccco2)cn1	2%	-5%	0.2%	1.1%	-8%	3.0%	0%	5%	7%
